SENP7 block = inhibitors of human SENP7 protease | Q9BQF6 | recombinant SENP7, Z-RLRGG-aminoluciferin luminescence, 40 min | inhibition, % at 5 µM | actives 1.5% (n = 330,000) | AID 434973;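 active = inhibition above about 50% at the single test dose, limit read from the data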;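 also: plate controls were DMSO with enzyme for no effect and no enzyme buffer wells for full effect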
Target sequence (Q9BQF6 706-1050 limits assumed): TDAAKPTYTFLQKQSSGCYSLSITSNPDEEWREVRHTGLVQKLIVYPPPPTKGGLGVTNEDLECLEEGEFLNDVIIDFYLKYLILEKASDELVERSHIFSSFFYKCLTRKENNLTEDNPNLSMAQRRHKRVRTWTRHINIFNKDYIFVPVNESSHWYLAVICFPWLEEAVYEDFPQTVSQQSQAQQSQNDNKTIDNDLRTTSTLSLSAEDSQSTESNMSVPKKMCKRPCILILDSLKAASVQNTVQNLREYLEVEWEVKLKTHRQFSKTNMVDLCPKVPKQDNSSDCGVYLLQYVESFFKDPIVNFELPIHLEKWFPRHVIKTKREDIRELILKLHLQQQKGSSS
Apaf1 inhib = human Apaf-1 inhibition; O14727; actives 0.71% (n = 330,000); inhibition, % at 20 µM; reconstituted apoptosome caspase-3 activity, DEVD-Rh110 fluorescence; active = inhibition of at least 40% at 20 µM;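 also: plate controls were DMSO wells for no effect and DEVD-CHO caspase inhibitor wells for full effect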
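Material: cell-free apoptosome with Apaf-1, procaspase-3 and caspase-9; Buffer or medium: Hepes pH 7.5 with detergent and BSA; Reagent: cytochrome c trigger plus (Z-DEVD)2-Rh110 caspase-3 substrate; Times: compound with Apaf-1, dATP, procaspase-3 30 min, then 50 min reaction, room temperature; Technique: Rh110 fluorescence intensity.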
SENP6 block = SENP6 protease inhibition. Q9GZR1. Recombinant SENP6 catalytic domain, aminoluciferin luminescence. inhibition, % at 10 µM. actives 1.8% (n = 330,000);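 active = inhibition above about 50% at the single tested dose, limit read from the data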;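 also: plate controls were DMSO wells with enzyme for no effect and DMSO wells lacking enzyme for full effect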
PfG6PD inh = PfG6PD (Plasmodium falciparum) enzyme inhibition; inhibition, % at 20 µM; actives 0.78% (n = 350,000); PfGluPho enzyme, NADPH resazurin-diaphorase fluorescence;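 active = inhibition reaching at least a set limit at 20 µM in the primary screen, cut at about 59% in these data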;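 also: 0% = DMSO wells with substrate and 100% = DMSO wells lacking glucose-6-phosphate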
SENP1 inh = SENP1 (human) catalytic domain inhibition; Q9P0U3; recombinant SENP1 catalytic domain, CyPet-SUMO1-YPet FRET cleavage; inhibition, % at 10 µM; actives 0.21% (n = 360,000);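 active = inhibition at least 30% at 10 µM, raw YFP signal under a set limit, fluorescence ratio 0.5 to 1.5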;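 also: 0% = enzyme with DMSO and 100% = no enzyme wells; some results filed as inactive read as strong as hits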
Target sequence (Q9P0U3 419-644 limits assumed): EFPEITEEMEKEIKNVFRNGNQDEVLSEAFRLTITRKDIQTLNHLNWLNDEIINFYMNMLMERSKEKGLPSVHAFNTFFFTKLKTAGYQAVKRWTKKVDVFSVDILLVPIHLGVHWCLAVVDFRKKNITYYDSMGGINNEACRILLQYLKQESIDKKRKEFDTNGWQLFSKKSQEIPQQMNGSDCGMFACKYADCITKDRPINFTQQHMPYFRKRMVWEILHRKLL
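Compound: 10 µM single point, 0.5% DMSO; Test system: hSENP1 catalytic domain, recombinant; Timing: 50 min reaction at room temperature; Technique: FRET, CFP and YFP emission; Control set: no-enzyme wells low, DMSO-plus-enzyme wells high control.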
HKDC1 inh = HKDC1 (human) hexokinase inhibition | Q2TB90 | recombinant HKDC1, G6PDH/diaphorase resazurin coupled fluorescence | inhibition, % at 20 µM | actives 0.16% (n = 340,000);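 active = inhibition above about 35% when tested at 20 µM, limit read from the data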;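 also: plate controls were DMSO wells with enzyme for no effect and DMSO wells lacking enzyme for full effect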
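Test system: HK5 enzyme. Quantity: 5 µg/mL HK5 final. Reagent: glucose and ATP substrates. Schedule: 90 min reaction incubation at room temperature, dark. Technique: resazurin-to-resorufin fluorescence via G6PDH and diaphorase coupling, 525/613 nm. Control set: DMSO wells with and without enzyme mix.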
SENP8 block-1 = blocks human SENP8 cleavage of Nedd8 substrate | recombinant SENP8, Nedd8 substrate fluorescence | Q96LD8 | AID 602440 | inhibition, % at 20 µM | actives 0.64% (n = 360,000); in the data active = inhibition mostly above about 40%, no sharp cut-off; inactive = mostly below about 27%
Target sequence (Q96LD8 whole entry, looked up): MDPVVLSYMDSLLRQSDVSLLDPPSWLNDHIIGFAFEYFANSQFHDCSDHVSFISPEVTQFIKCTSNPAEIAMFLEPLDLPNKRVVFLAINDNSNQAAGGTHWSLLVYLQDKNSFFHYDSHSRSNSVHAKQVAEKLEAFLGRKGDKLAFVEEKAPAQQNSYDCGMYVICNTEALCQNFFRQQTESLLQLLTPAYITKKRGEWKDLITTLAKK
SENP8 block-2 = inhibitors of human SENP8 protease; AID 2540; purified SENP8, Z-RLRGG-aminoluciferin cleavage, luminescence; Q96LD8; actives 1.2% (n = 330,000); inhibition, % at 10 µM; in the data active = inhibition above about 50%
* hit, by the source's call; nt = no result given.

SMILES	SENP7 block	Apaf1 inhib	SENP6 block	PfG6PD inh	SENP1 inh	HKDC1 inh	SENP8 block-1	SENP8 block-2
O=C(CSc1nnnn1-c1ccccc1)Nc1nsc(-c2ccccc2)n1	-7	15	-17	1	-1	-8	-11	-3
Cc1ccc(C(=O)CCC(=O)NC2CCCC(C)C2C)cc1 (stereo not drawn)	-3	7	-17	8	0	0	1	-6
COc1cc(CNCC(C)C)c(Br)cc1OCC(=O)NCc1ccccc1	7	-5	3	-14	1	7	18	2
O=C(O)c1ccc(COc2ccccc2/C=C2/NC(=O)N(c3cccc(Cl)c3)C2=O)cc1	0	-24	12	-26	21	2	-341	1
O=C(Nc1ccc(N2CCCC2)cc1)c1ccc(Br)cc1	5	20	-13	24	-1	-4	3	-8
CC[C@@]1(O)C(=O)OCc2c1cc1n(c2=O)Cc2cc3c(CN(C)C)c(O)ccc3nc2-1	4	1	-8	30	-32	8	-384	-1
O=C(O)CCN1C(=O)CC2(CCCCC2)C1=O	11	0	-14	-4	-3	-10	-2	-9
CSc1nc2c(c(=O)[nH]1)C(c1ccccc1Cl)CC(=O)N2 (stereo not drawn)	2	9	4	3	2	-9	6	-6
Cn1cc(/C=N/NC(N)=S)c2ccccc21	-3	-15	5	8	-3	2	-13	0
Cc1ccc(-n2c(-c3ccncc3)n[nH]c2=S)c(C)c1	1	-17	0	46	-1	-1	-15	-8
CCn1c(C)cc(/C=C2\SC(=O)N(CC(=O)Nc3ccc(C)c(C)c3)C2=O)c1C	11	-1	10	2	-63	-4	-71	7
O=C1NC(=S)N/C1=C\C=C\c1ccccc1	0	-20	-10	3	-4	-7	-141	-9
CN(C)c1ccc(/C=C2\SC(=O)N(CCc3nnc(N)s3)C2=O)cc1	15	20	34	12	-38	2	-18	-2
CC1CCCCN1C(=O)CN1CCC(c2nc3ccc(Cl)cc3[nH]2)CC1 (stereo not drawn)	-2	-1	-1	-9	-33	-7	-39	-7
O=C(CCN1C(=O)C2C3C=CC(C3)C2C1=O)Nc1ccc2c(c1)OCO2 (stereo not drawn)	7	5	-6	0	3	-10	22	2
CCCS(=O)(=O)N1CCCC(C(=O)N2CCC(Cc3ccccc3)CC2)C1 (stereo not drawn)	-7	0	-20	-5	3	0	18	-2
CC1CCN(C(=O)CSc2nc3c(cnn3-c3ccccc3)c(=O)[nH]2)CC1	-12	6	-8	-23	0	0	-5	-8
O=C(COC(=O)c1ccccc1O)NC1CCCc2ccccc21 (stereo not drawn)	-2	-8	-4	-6	1	-1	-9	1
CC1(C)Cc2c(C#N)c(N)sc(=S)c2CS1	3	11	9	26	-27	15	-41	11
CCOc1ccc(C(O)c2nccn2C)cc1 (stereo not drawn)	9	0	1	-31	0	-1	28	2
COC(=O)c1c(C)[nH]c(C=Nc2ccc(OC)cc2)c1C	-4	-13	-9	32	2	-1	24	-36
Cc1ccc(Cn2ncn3c(cc4ccccc43)c2=O)cc1	-1	24	-21	-7	-9	-1	-114	5
COc1ccccc1CCN1CCCC(CN(C)C(=O)c2ccco2)C1 (stereo not drawn)	2	-2	-7	18	0	-5	10	-3
O=C(CSc1nncn1-c1ccccc1)Nc1ccc(N2CCOCC2)cc1	-2	12	-11	15	0	-3	32	-2
COC(=O)c1cc(NC(=O)c2ccccc2)c(=O)oc1C	6	-4	20	3	-2	-2	4	-4
Oc1ccc(-c2cc(-c3ccc(O)cc3)nc(-c3ccccc3)n2)cc1	2	22	-27	2	0	-2	-76	-7
CCOc1ccc(-c2c(C(=O)N/N=C/c3ccsc3)nnn2-c2nonc2N)cc1	5	14	-2	6	0	-3	-4	6
Cc1ccc(C(=O)NC(=S)NNC(=O)CC#N)cc1	-4	-1	-9	1	0	-16	5	-7
COc1ccc(NC(=O)CN(C)C(=O)Cn2c(=O)oc3ccccc32)cc1	-12	2	-5	-16	2	-3	-6	-7
CC(=O)NCCOc1ccc(C(=O)O)cc1	11	-8	-10	-7	2	-5	10	2
O=C(NCc1ccc2c(c1)OCO2)c1nc(Cn2cc(Br)cn2)no1	4	1	0	9	-1	-4	3	-6
CN(C)/C=N/c1nc(-c2ccc3c(c2)OCO3)cs1	43	-13	8	23	2	-2	10	23
CC(C)Oc1ccc(CSc2nnc3n(C)c(=O)c4c5c(sc4n23)CCCC5)cc1	-7	16	-10	8	1	0	19	-5
CCOC(=O)C(/C(C)=N/NC(=O)C1CC1c1ccccc1)C(C)C (stereo not drawn)	-8	4	2	-4	2	-6	10	-3
CC(C)(C)N(Cc1ccccc1)C(=O)COc1cccnc1[N+](=O)[O-]	0	2	-6	-1	-2	3	10	2
CCOc1ccc(NC(=O)CC2SC(=O)N(c3ccccc3)C2=O)cc1 (stereo not drawn)	-4	0	9	7	1	0	8	-8
COc1ccc(CC(=O)c2ccc(OC3OC(CO)C(O)C(O)C3O)cc2O)cc1 (stereo not drawn)	0	3	-3	-1	0	-3	8	-1
COc1cccc(C(=O)NCCS(=O)(=O)NCCc2ccc(OC)c(OC)c2)c1	2	8	-14	5	3	-3	14	-10
CSc1ccccc1C(=O)Nc1ccc(C)cc1C	-5	-6	3	7	-1	-8	15	-15
O=C(C1CCN(S(=O)(=O)c2ccc(-n3cnnn3)cc2)CC1)N1CCCCC1	0	-2	-7	-2	1	-4	2	8
Cn1c(SCC2CCCO2)nnc1-c1cccc([N+](=O)[O-])c1 (stereo not drawn)	-7	3	-21	-6	1	0	3	-5
O=C(CN1CCN(Cc2ccc3c(c2)OCO3)CC1)Nc1ccc(N2CCOCC2)cc1	5	1	-15	-16	2	9	12	0
O=C(O)C1Cc2ccccc2-c2ccccc2C1	12	2	7	-9	3	3	6	3
CC1CCN(c2nc3nonc3nc2N2CCC(C)CC2)CC1	11	-5	-18	-4	2	10	19	2
Cc1cnc(C(=O)OCC(=O)NCc2ccc(Cl)cc2)cn1	2	-4	-17	9	-5	0	-15	3
CCOC(=O)C(NC=O)(NC(C)(C)C)C(=O)OCC	9	-7	-12	1	1	-1	-4	5
CC(C)OCCCNC(=O)c1ccc2c(c1)S(=O)(=O)c1ccccc1C2=O	-7	-10	-6	6	1	-4	11	3
Cc1cc(C(C)(C)C)ccc1OCCOCCN1CCCC1	-5	-11	0	29	-1	-10	14	-1
CC1=C(C(=O)Nc2ccc([N+](=O)[O-])cc2)C(c2cccc(C(F)(F)F)c2)NC(=S)N1c1ccccc1 (stereo not drawn)	5	18	-7	5	1	-8	18	1
Cc1ccc(-c2nc(SC(C)C(=O)c3c(N)n(C)c(=O)n(C)c3=O)n[nH]2)cc1 (stereo not drawn)	-17	16	-16	0	0	-2	2	-4
CCc1ccc2nc3n[nH]c(N)c3cc2c1	1	-4	0	8	-16	-3	5	-8
COc1ccc(SCCCn2c(=O)c3c(ncn3C)n(C)c2=O)cc1	4	5	17	-19	0	-4	12	17
COc1ccc(NC(=O)CC2C(=O)N(c3ccc(Cl)cc3)C(=S)N2CCc2ccccn2)cc1 (stereo not drawn)	2	10	-8	29	0	1	13	-4
Cc1ccc(-c2nnc(C)c(N3CCOCC3)n2)cc1	-2	-1	-3	2	-1	-2	15	0
CCC(C(=O)NNC(=O)c1cnccn1)c1ccccc1 (stereo not drawn)	4	6	-6	-6	3	-11	3	0
COc1cc2nc(SCc3ccc(F)cc3)n(Cc3cccs3)c(=N)c2cc1OC	5	12	1	1	-4	5	-30	1
O=C(NCc1ccco1)/C(=C\c1ccco1)NC(=O)c1ccc(Br)o1	-4	-6	11	-16	3	-13	16	-1
CCOC(=O)c1oc2c(O)c(O)ccc2c(=O)c1-c1nncn1-c1ccccc1	11	3	-11	-15	10	-10	28	5
CS(=O)(=O)N1CCC(C(=O)Nc2ccc(Cl)cc2)CC1	-10	-7	3	10	-1	-5	12	-3
COc1ccccc1NC(=O)CC1CCCC1	-3	4	-28	-16	0	2	11	-6

3 compounds already listed, ordered by the value under SENP1 inh, ascending.
| Compound | SENP1 inh |
| --- | --- |
| Cc1cc(C(C)(C)C)ccc1OCCOCCN1CCCC1 | -1 |
| CCOC(=O)C(NC=O)(NC(C)(C)C)C(=O)OCC | 1 |
| CCOC(=O)c1oc2c(O)c(O)ccc2c(=O)c1-c1nncn1-c1ccccc1 | 10 |

(further entries)
SMILES	SENP7 block	Apaf1 inhib	SENP6 block	PfG6PD inh	SENP1 inh	HKDC1 inh	SENP8 block-1	SENP8 block-2
COc1ccc(CN2C3CCC2CC(NC(=O)c2cccc(F)c2)C3)cc1 (stereo not drawn)	-11	-2	10	-16	0	-5	18	3
COc1cccc2c1C(=O)c1c(O)c3c(c(O)c1C2=O)C[C@@](O)(C(=O)CO)C[C@@H]3O[C@H]1C[C@H](N)[C@H](O)[C@H](C)O1	13	58*	7	24	97*	9	26	9
C/C(Cc1ccccc1)=N\NC(=O)CNC(=O)c1ccc(Cl)cc1Cl	-1	-25	3	-6	-2	-3	12	5
CC1CCN(c2nc3c(c(=O)[nH]c(=O)n3C)n2Cc2ccccc2Cl)CC1	-18	23	-8	-9	2	6	12	-9
CCOC(=O)c1ccc(NC(=O)c2sc3nc4n(c(=O)c3c2C)CCC4)cc1	-10	19	2	2	-1	0	-29	-9
CCC1C/C(=C\c2cc(OC)c(OC)cc2OC)C(=O)/C(=C/c2cc(OC)c(OC)cc2OC)C1 (stereo not drawn)	nt	nt	nt	23	-25	10	-9	nt
O=C(Nc1nnc(SCC(=O)N2CCOCC2)s1)c1ccccc1	-2	-3	20	25	0	-5	-8	-1
CCCC(CCC)c1nnc(NC(=O)c2ccco2)s1	6	-2	-3	-39	-2	-4	9	-4
Cc1cc(N)nc(=O)n1C1CC(O)C(CO)O1 (stereo not drawn)	nt	nt	nt	-19	-3	3	6	nt
O=S(=O)(Nn1cnnc1)c1ccccc1	2	-1	-3	-22	0	-6	8	0
Cc1ccc(CNC(=O)C2CCCN2C(=O)Nc2ccc(C)cc2)cc1 (stereo not drawn)	5	-7	-9	0	0	-11	17	-2
O=C(CCS(=O)(=O)c1cccc2nonc12)NC1CCCCCC1	-5	6	-3	-3	1	-1	6	-2
C#CCOCCOCCOCCNc1nc(N2CCN(C(=O)C([C@@H](C)CC)n3cc(C(N)Cc4ccc(O)cc4)nn3)CC2)nc(N2CCN(C(=O)[C@H](CCC(=O)O)n3cc(C(N)Cc4ccc(O)cc4)nn3)CC2)n1 (stereo partly drawn)	11	-3	5	6	2	-1	24	-4

7 compounds from above, reduced to SENP8 block-2 and SENP1 inh:
| canonical_smiles | SENP8 block-2 | SENP1 inh |
| --- | --- | --- |
| CC1CCN(c2nc3c(c(=O)[nH]c(=O)n3C)n2Cc2ccccc2Cl)CC1 | -9 | 2 |
| CCOC(=O)c1ccc(NC(=O)c2sc3nc4n(c(=O)c3c2C)CCC4)cc1 | -9 | -1 |
| CCC1C/C(=C\c2cc(OC)c(OC)cc2OC)C(=O)/C(=C/c2cc(OC)c(OC)cc2OC)C1 (stereo not drawn) | nt | -25 |
| O=C(Nc1nnc(SCC(=O)N2CCOCC2)s1)c1ccccc1 | -1 | 0 |
| CCCC(CCC)c1nnc(NC(=O)c2ccco2)s1 | -4 | -2 |
| Cc1cc(N)nc(=O)n1C1CC(O)C(CO)O1 (stereo not drawn) | nt | -3 |
| O=S(=O)(Nn1cnnc1)c1ccccc1 | 0 | 0 |

High-throughput results: PubChem, Sanford-Burnham Center for Chemical Genomics
